# Screening data from PubChem.
# Redox H2O2 prof: compounds producing H2O2 with reducing agent – biochemical, NIH compound library profiling, artefact control for MLSCN library redox annotation, primary screen; 200,000 compounds, 0.03% hits; DTT-dependent redox cycling H2O2, phenol red/HRP absorbance; 100% = 100 µM peroxide control, 0% = buffer; activation, % at 10 µM; AID 878;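 active means activation of at least 50% relative to the plate's high and low controls in the primary single-dose screen; inactive means activation below 50%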;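 further: compound incubated with DTT at 0.8 mM final as the reducing agent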
# S1P3 antag: blocks the human S1P3 receptor; Q99500; CHO S1P3 NFAT-BLA reporter, FRET fluorescence, antagonist mode; inhibition, % at 4.98 µM; 170,000 compounds, 0.27% hits; AID 485;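 active means inhibition above the plate cutoff, the mean inhibition of test wells on that plate plus 3 SD, cut at about 28% in these data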;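 further: cells challenged with S1P at its EC80 of 0.8 µM; blue over green emission ratio from cleaved BLA substrate after 4 h stimulation; 0% = S1P-stimulated wells and 100% = unstimulated DMSO-only wells; some compounds past the cut are filed as inactive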
# PPARg SRC-1 ag: promotes SRC-1 coactivator recruitment by human PPARgamma; P37231; activation, % at 8 µM; 200,000 compounds, 0.41% hits; PPARgamma-SRC-1 coactivator recruitment biochemical assay; AID 631; in the data active means activation above about 19%;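 further: 0% = DMSO and 100% = reference agonist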
# Target sequence (P37231 whole entry, looked up): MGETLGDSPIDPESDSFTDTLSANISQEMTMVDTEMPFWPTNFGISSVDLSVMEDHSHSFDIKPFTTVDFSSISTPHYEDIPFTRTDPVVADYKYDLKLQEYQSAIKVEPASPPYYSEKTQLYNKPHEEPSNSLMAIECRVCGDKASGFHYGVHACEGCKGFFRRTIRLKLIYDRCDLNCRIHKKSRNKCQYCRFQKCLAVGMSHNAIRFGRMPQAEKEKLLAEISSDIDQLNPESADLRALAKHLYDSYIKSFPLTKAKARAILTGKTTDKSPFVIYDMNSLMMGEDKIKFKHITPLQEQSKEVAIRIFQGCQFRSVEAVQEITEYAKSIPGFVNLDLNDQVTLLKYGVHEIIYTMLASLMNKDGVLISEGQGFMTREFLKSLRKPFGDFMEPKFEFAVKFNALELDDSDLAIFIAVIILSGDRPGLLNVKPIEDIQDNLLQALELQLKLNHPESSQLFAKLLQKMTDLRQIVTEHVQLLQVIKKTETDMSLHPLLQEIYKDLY
# Lmaj promast: Leishmania major promastigote growth inhibition; Leishmania major promastigotes, resazurin fluorescence viability; inhibition, % at 10 µM; 200,000 compounds, 9% hits; in the data active means inhibition above about 50%;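 further: promastigotes grown with compound for 44 hours at 28 °C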
# RAM network inh: blocks the yeast RAM network | S. cerevisiae dse1pr::URA3 reporter, 5-FOA growth OD615, 2 d; analog-sensitive cbk1-as2 kinase mutant strain | inhibition, % at 50 µM | 190,000 compounds, 1.8% hits | AID 868;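 active means inhibition above a set limit, 3 SD over mean compound inhibition, cut at about 8.4% in these data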;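 further: 0% = DMSO-only wells with no growth and 100% = 10 µM 1-NA-PP1 full growth; inhibition rescues growth on 5-FOA so higher OD means more RAM inhibition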
# HMGR II inh: E. faecalis class II HMG-CoA reductase inhibition | purified E. faecalis HMGR, NADPH absorbance 340 nm kinetic | inhibition, % at 10 µM | 190,000 compounds, 0.41% hits;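 active means inhibition above a set limit, the median over all tested compounds plus 3 SD, cut at about 9.5% in these data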;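 further: enzyme runs in reverse so mevalonate oxidation gives rising NADPH absorbance; 0% = complete reaction with DMSO and 100% = background rate lacking mevalonate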
# bIAP inhibitor: intestinal alkaline phosphatase (bovine) inhibition | purified bovine IAP, CDP-star luminescence, 30 min | inhibition, % at 20 µM | 190,000 tested, under 10 active | AID 1019;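 active means over 50% inhibition of intestinal alkaline phosphatase at 20 µM in the single-dose screen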
#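 System: purified bovine intestinal alkaline phosphatase (IAP) enzyme; Input: IAP diluted 1/65,000,000 in the well; Measured by: CDP-star luminescence signal; Compound dosing: 20 µM single dose; Incubation: 30 min reaction at room temperature.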
# SRC2 TRFRET art: flags TR-FRET format artefacts in PPARgamma SRC-2 recruitment agonist screen; TR-FRET artefact counter-screen; hits give high values; TR-FRET ratio at 8 µM; 200,000 compounds, 0.4% hits; AID 1049; in the data active means TR-FRET ratio above about 2000; further: inactives centre near 1500; reference of the scale not given here
# PPARg SRC-2 ag: PPARgamma-driven SRC-2 recruitment agonism | P37231 | PPARgamma LBD-SRC-2 recruitment, biochemical | activation, % at 8 µM | 200,000 compounds, 0.34% hits | AID 1032; in the data active means activation above about 22%;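 further: 0% = vehicle and 100% = reference agonist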
# PPARg SRC3 recr: promotes SRC-3 coactivator recruitment by human PPARgamma. P37231. biochemical PPARgamma/SRC-3 coactivator recruitment assay. activation, % at 8 µM. 200,000 compounds, 0.26% hits. AID 731; in the data active means activation above about 23%;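 further: 0% = DMSO and 100% = reference agonist; some compounds past the cut are filed as inactive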
# ROMK primary: modulators of human ROMK potassium channel. Tet-inducible ROMK, thallium flux fluorescence; actives lie on both sides. AID 1918. B-score at 10 µM. 130,000 compounds, 2% hits;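 active means signal ratio slope over the read window, or its plate-corrected B-score, at least 3 SD from the plate mean, either direction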;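 further: B-score of the F/F0 ratio slope over 7 to 12 s after thallium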
# Target sequence (P48048 whole entry, looked up): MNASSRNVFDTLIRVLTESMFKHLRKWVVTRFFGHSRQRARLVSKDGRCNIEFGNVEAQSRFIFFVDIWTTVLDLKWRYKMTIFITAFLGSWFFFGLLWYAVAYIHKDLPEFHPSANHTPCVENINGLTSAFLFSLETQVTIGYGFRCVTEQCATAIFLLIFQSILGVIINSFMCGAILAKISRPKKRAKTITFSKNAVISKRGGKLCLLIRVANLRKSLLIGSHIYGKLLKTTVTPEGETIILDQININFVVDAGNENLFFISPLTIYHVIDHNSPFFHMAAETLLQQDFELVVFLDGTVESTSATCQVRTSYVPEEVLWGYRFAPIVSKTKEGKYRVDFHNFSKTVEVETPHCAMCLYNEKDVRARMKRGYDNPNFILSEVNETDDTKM
# * hit, by the source's call; · = not tested or not shown. Rows were taken by chance, and some 13% of all compounds hit somewhere here.
mol,Redox H2O2 prof,S1P3 antag,PPARg SRC-1 ag,Lmaj promast,RAM network inh,HMGR II inh,bIAP inhibitor,SRC2 TRFRET art,PPARg SRC-2 ag,PPARg SRC3 recr,ROMK primary
O=C(O)c1ccc(CNC(=O)c2ccc(Br)o2)cc1,-2.0,-20,-1,-3,0.8,-4,7,1519,1,4,·
COc1ccc(C(=O)Cn2c(Br)nc3c2c(=O)n(C)c(=O)n3C)cc1,-1.8,·,7,4,4.4,-7,2,1440,-7,-12,-0.49
Cn1cnnc1SCC(=O)Nc1cccc(S(=O)(=O)N2CCCCCC2)c1,0.4,-13,2,-3,-0.1,3,5,1669,11,3,·
CC(C)n1nnnc1SCC(=O)N1CCOCC1,0.0,-6,-1,-7,1.3,0,8,1446,2,-7,·
COc1cc(/C=N/NC(=O)c2cccc(S(=O)(=O)N3CCOCC3)c2)cc(OC)c1O,-0.8,-17,-12,-3,0.1,-8,2,1503,-12,4,-0.2
Cc1cccc2cc(CNC3CCCC3)c(Cl)nc12,-0.5,-12,0,-1,1.2,5,-15,1269,1,4,-2.1
COc1ccc2c(c1)C1(Nc3ccccc3C(=O)N1c1ccccc1)C(=O)N2 (centres undefined),-0.2,-10,10,-8,2.1,0,5,1705,7,-7,0.18
Fc1ccc(-c2nc3ccncc3[nH]2)cc1,-1.6,·,5,3,-0.4,-7,11,1570,-1,5,0.33
O=C(CN1CCOCC1)Nc1nc(-c2ccc3c(c2)CCN3S(=O)(=O)c2ccccc2)cs1,5.2,-9,0,68*,1.4,-1,-24,1607,3,-1,·
COC(=O)c1sccc1NC(=O)/C=C/c1ccc(Cl)cc1Cl,-0.1,1,7,-7,0.3,-2,32,1590,6,-1,0.39
O=C(O)CCCC(=O)Nc1ccn(-c2ccccc2)n1,0.6,·,6,-7,0.7,-8,-4,1635,4,-2,1.8
CCCCCCn1c(-c2ccco2)nc2oc3cc(OC)ccc3c(=O)c2c1=O,2.1,5,7,52*,7.6,2,0,1641,6,8,0.63

# (next part)
mol,Redox H2O2 prof,S1P3 antag,PPARg SRC-1 ag,Lmaj promast,RAM network inh,HMGR II inh,bIAP inhibitor,SRC2 TRFRET art,PPARg SRC-2 ag,PPARg SRC3 recr,ROMK primary
COc1ccccc1-n1c(SC)nc(O)cc1=O,-0.8,-25,-3,-2,0.1,3,11,1557,5,-7,·
CC(C)(C)C1CCc2c(C(=O)NNC(=O)/C=C/C(=O)O)csc2C1 (centres undefined),0.0,6,0,-6,0.2,2,3,1594,5,-3,·
COc1ccc(N2CCN(Cc3nc(Cc4cccc(F)c4)no3)C(C)C2)cc1 (centres undefined),-1.1,17,0,-4,3.0,-1,-2,1540,-1,5,-0.093
O=C(O)c1cccc(S(=O)(=O)N2CCSCC2)c1,-0.2,-40,4,-5,-0.2,2,1,1644,12,2,·
Cc1ccc(S(=O)(=O)CCC(=O)NCCN2C(=O)S/C(=C\c3ccccc3)C2=O)cc1,-0.1,-3,2,8,6.2,-17,9,1499,3,8,·
Cc1nc2ccc(S(=O)(=O)NCC(=O)N3CCN(c4ccccc4)CC3)cc2s1,-0.5,-64,0,-1,2.2,-3,4,1499,0,-3,·
CCn1c(SCc2nc3cc(OC)c(OC)cc3c(=O)[nH]2)nc2ccccc21,0.2,1,-10,-1,8.0,-3,-3,1673,3,2,-1.6
CCN(CC)C(=O)CSc1nc(-c2ccco2)cc(C(F)(F)F)c1C#N,1.3,·,7,-4,1.0,-1,7,1725,-2,8,·
O=C(Cn1nnc2ccccc2c1=O)Nc1ccc(S(=O)(=O)N2CCOCC2)cc1,-0.3,-10,2,4,0.0,3,2,1527,-3,1,0.38
CCN1CCN(C(=O)CN(c2ccc(C)cc2)S(C)(=O)=O)CC1,0.2,·,-3,-4,2.2,0,5,1625,-5,-3,0.5
COc1cc2c(cc1OC)CN(C(=O)c1cc(=O)c3ccccc3o1)CC2,0.0,·,6,7,1.4,-1,-8,1552,8,4,2.6
C=CCOc1c(Br)cc(CNn2nnnc2N)cc1OC,-1.1,29,-4,101*,0.7,-1,19,1413,0,-3,-1.7

# Rewritten with two lines to a compound: 2 of the compounds above.
# Value order: Redox H2O2 prof, S1P3 antag, PPARg SRC-1 ag, Lmaj promast, RAM network inh, HMGR II inh, bIAP inhibitor, SRC2 TRFRET art, PPARg SRC-2 ag, PPARg SRC3 recr, ROMK primary
Cc1nc2ccc(S(=O)(=O)NCC(=O)N3CCN(c4ccccc4)CC3)cc2s1
→ -0.5, -64, 0, -1, 2.2, -3, 4, 1499, 0, -3, ·
CCn1c(SCc2nc3cc(OC)c(OC)cc3c(=O)[nH]2)nc2ccccc21
→ 0.2, 1, -10, -1, 8.0, -3, -3, 1673, 3, 2, -1.6

# Carrying on:
mol,Redox H2O2 prof,S1P3 antag,PPARg SRC-1 ag,Lmaj promast,RAM network inh,HMGR II inh,bIAP inhibitor,SRC2 TRFRET art,PPARg SRC-2 ag,PPARg SRC3 recr,ROMK primary
CCc1ccc(NC(=O)C(C)OC(=O)c2ccc(N3CCCC3)c([N+](=O)[O-])c2)cc1 (centres undefined),0.2,-5,-4,2,1.5,2,15,1420,-7,3,·
Cc1ccc(C)c(NC(=O)CN2C(=O)CNC2=O)c1,-1.3,·,-4,-2,1.0,1,4,1489,-4,2,-0.12
COc1nccnc1NS(=O)(=O)c1ccc(NC(=S)NC(=O)c2cccc(F)c2)cc1,-0.1,1,-3,-10,2.2,-7,4,1502,4,-2,0.11
CCn1c(=O)cc(SCC(=O)NCCC2=CCCCC2)c2ccccc21,-0.5,-5,14,-1,-0.3,1,9,1870,17,11,0.043
COc1cccc(-c2nnc(SCC(=O)OC(C)C)n2Cc2ccco2)c1,2.0,3,2,4,-0.1,-1,6,1611,4,-1,·
CC(C)CC(=O)Nc1ccc([N+](=O)[O-])cc1Cl,0.7,-17,4,4,0.9,0,4,1418,2,2,-0.042
O=C(CCNS(=O)(=O)c1cccc2nsnc12)N1CC(=O)N(CCc2ccccc2)C(=O)C1,0.2,13,6,-4,3.8,4,2,1608,1,-5,-0.77
COC(=O)c1ccc(COC(=O)c2ccc(-n3cnnn3)cc2)o1,1.0,-82,-3,-3,2.1,·,3,1540,4,1,-0.33
COc1ccc(C(C(=O)NC2CCCCC2)N(C(=O)c2ccccn2)c2cccnc2)cc1 (centres undefined),12,11,-1,-3,4.6,-2,-1,1533,8,-1,0.17
CC(C)C(C(=O)NC1=NCCS1)c1ccc(Cl)cc1 (centres undefined),0.1,8,3,2,-1.1,-5,-14,1646,-3,3,-0.018
COc1ccc(C(c2nnnn2Cc2cccs2)N2CCN(c3ccccc3)CC2)cc1OC (centres undefined),2.1,18,6,40,-0.6,-5,-16,1622,12,0,·
O=c1c2ccccc2nc2n1CCCN2,-1.0,-4,-2,-7,2.5,-1,-6,1625,8,3,0.028

# The listing continues.
Compound	Redox H2O2 prof	S1P3 antag	PPARg SRC-1 ag	Lmaj promast	RAM network inh	HMGR II inh	bIAP inhibitor	SRC2 TRFRET art	PPARg SRC-2 ag	PPARg SRC3 recr	ROMK primary
S=C(NCCC(c1ccccc1)c1ccccc1)Nc1cccc(Cl)c1	5.4	·	1	59*	14*	-2	-70	1538	-3	6	·
C(=N\N1CCN(Cc2cccc3ccccc23)CC1)/c1cccnc1	1.6	·	-2	19	1.8	-3	0	1394	3	-1	-0.12
CC1(/[N+]([O-])=C/c2ccccc2F)CCCCC1=O (centres undefined)	-2.0	6	4	-4	1.4	-3	-3	1668	-2	0	0.34
CCC1C(=O)CC(c2ccccc2)NC1c1ccccc1 (centres undefined)	-0.9	2	-5	0	-0.7	1	-6	1455	-5	-3	-0.24
CCOc1ccc(C(=O)Nc2cc(-c3nc4ccccc4[nH]3)ccc2Cl)cc1[N+](=O)[O-]	0.2	-5	3	96*	0.2	1	·	1730	6	6	·
CCOC(=O)N1CCN(C(=O)CSc2nnc(-c3cccs3)o2)CC1	-1.1	-23	-6	-7	-0.3	0	9	1675	9	1	·
Cc1c(/C=C/C(=O)c2ccc(Cl)s2)cnn1C	1.6	·	3	20	1.5	-5	9	1650	3	-1	·
CCOC(=O)/C(C(=O)Nc1ccccc1Cl)=C1/NC(C)(C)Cc2ccccc21	-3.4	·	0	28	1.1	4	3	1530	3	3	·

# Next results follow.
Compound	Redox H2O2 prof	S1P3 antag	PPARg SRC-1 ag	Lmaj promast	RAM network inh	HMGR II inh	bIAP inhibitor	SRC2 TRFRET art	PPARg SRC-2 ag	PPARg SRC3 recr	ROMK primary
Cc1ccc2nc3c(cc2c1)c(NC(=O)c1cccnc1)nn3C	-0.8	-11	4	41	-0.4	-2	-6	1704	15	13	·
O=C(Nc1ccc(C(=O)O)cc1)/C(=C\c1ccc2c(c1)OCO2)NC(=O)c1ccccc1	-0.8	-4	11	3	9.2*	-6	2	1693	1	2	0.68
O=C(Nc1cccc2ccccc12)/C(=C\c1cccc([N+](=O)[O-])c1)NC(=O)c1cccs1	0.0	7	6	12	1.2	3	·	1559	6	0	-0.0073
O=C(Nc1ccccc1C(=O)NCc1ccco1)c1ccco1	-0.6	-3	7	-1	4.5	-6	17	1491	1	1	·
COc1ccccc1NC(=S)Nc1cccc2cnccc12	0.3	-3	4	7	1.1	0	·	1686	5	6	·
CSc1ccccc1NC(=O)CSc1nnnn1-c1ccccc1SC	0.8	-9	2	67*	5.7	-6	33	1656	7	9	·
CCc1cccc(C)c1NC(=O)C1=C(C(=O)O)CCCC1	2.2	-22	4	-5	-0.3	-1	8	1592	-3	-2	0.18
CC1CCN(S(=O)(=O)c2ccc3c(c2)c(=O)c(C(=O)NCc2ccco2)cn3C)CC1	1.9	-3	2	8	3.1	4	8	1650	15	-3	0.099

# Next section:
Compound	Redox H2O2 prof	S1P3 antag	PPARg SRC-1 ag	Lmaj promast	RAM network inh	HMGR II inh	bIAP inhibitor	SRC2 TRFRET art	PPARg SRC-2 ag	PPARg SRC3 recr	ROMK primary
O=C(O)c1cc(N/N=C/C=C/c2ccccc2)ccc1Cl	-0.3	-22	10	-15	3.3	1	-2	1744	4	6	0.79
O=C(CSc1ncnc2ccccc12)Nc1ccc(N2CCOCC2)cc1	-0.4	6	-6	5	3.1	-4	7	1308	-1	-2	·
O=S(=O)(c1ccc(F)cc1)N1CN(Cc2ccco2)c2nc3ccccc3nc21	0.3	·	8	97*	1.7	2	2	1463	3	-1	-1.2
O=C(COc1ccc(Br)cc1F)N1CCN(c2ncccn2)CC1	-2.1	2	2	-8	1.0	-6	-11	1684	18	4	-0.51
